# Bioassay records from PubChem.
# MCF10A rerep: A quantitative high throughput screen for small molecules that induce DNA re-replication in MCF 10a normal breast cells | AID 624296, 2012 | 350,000 tested, 2.9% active | MCF 10A DNA re-replication, Hoechst nuclear intensity, 48 h | Potency, µM (doses to about 46.1 µM), without a hit: at the top dose activity, positive = re-replication, hits mostly activators; note: potency is the fitted concentration of half-maximal effect; % of control where 0% means no effect; nearly all actives have a fitted effect of over 50% in size
# HepG2 tox: qHTS for Inhibitors of TGF-b: Cytotox Counterscreen; Potency, µM (top dose mostly 46.1 µM), without a hit: at the top dose activity change, negative = cytotoxicity, most hits filed as cytotoxic; 410,000 tested, 0.76% active; AID 588856, 2011; HepG2 CAGA-GFP viability, ATP luminescence, 18 h; note: potency is the fitted concentration of half-maximal effect; some results filed as inactive show a strong effect at the top dose
#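 HepG2 CAGA-GFP cells (1000/well, DMEM with 1% FBS) received compound, then TGF-beta at 500 pg/mL final, and were incubated 18 hours at 37 degrees C. Viability was read by CellTiter-Glo luminescence. Media-only wells were set as complete cell-killing and DMSO as no toxicity.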
# IL-1B inflam inh: qHTS for Inhibitors of Inflammasome Signaling: IL-1-beta AlphaLISA Primary Screen; THP-1 LPS/ATP IL-1B secretion, AlphaLISA, 16 h; hits give low values; activity change, % at 57.5 µM; 360,000 tested, 4.7% active; in the data active = activity change below about -50%; inconclusive = mostly about -30% to -49%; note: % is set by controls: 0 for no effect and ±100 for the full control effect
#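 THP-1 cells pretreated 1 hr with compounds (up to 57.5 uM final), then stimulated with LPS (250 ng/mL final) plus ATP (1.25 mM final); secreted IL-1B measured by AlphaLISA after 16 hr, decreased signal indicating inhibition.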
# SW480 rerep: A quantitative high throughput screen for small molecules that induce DNA re-replication in SW480 colon adenocarcinoma cells | SW480 DNA re-replication, Hoechst DNA content imaging, 48 h | Potency, µM (titrated, usually from 46.1 µM), inactives show at the highest dose re-replication activation, actives largely listed as activators | 340,000 tested, 1.8% active | AID 624297, 2012; note: potency is the fitted concentration of half-maximal effect; % of control where 0% means no effect; nearly all actives have a fitted effect of over 55% in size
#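 DNA re-replication was detected as more nuclei of elevated Hoechst intensity after 48 hr exposure to compound (23 nL pinned per well of 250 cells).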
# S2 tox: Viability Counterscreen for Primary qHTS for Inhibitors of ATXN expression; S2 cells (HEK-293 line with an ATXN2-luciferase reporter) viability, CellTiter-Fluor protease fluorescence, 24 h; Potency, µM (highest dose often 56.7 µM), most hits filed as cytotoxic; 400,000 tested, 0.49% active; note: potency is the fitted concentration of half-maximal effect; nearly all actives have a fitted effect of over 40% in size
# KB-3-1 tox: qHTS assay for MDR1-selective chemotherapeutics: Primary screen using the parental adenocarcinoma cell KB-3-1; 400,000 tested, 1.4% active; KB-3-1 viability, CellTiter-Glo ATP luminescence, 72 h; Potency, µM (top dose mostly 46.1 µM), for the others: at the top dose activity change, negative = cytotoxic, actives largely listed as cytotoxic; AID 1347075, 2019; note: potency is the fitted concentration of half-maximal effect; % is set by controls: 0 for no effect and ±100 for the full control effect; nearly all actives have a fitted effect of over 60% in size
#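 72 h, 37 °C compound treatment of KB-3-1 parental cells; CellTiter-Glo added, 10 min, luminescence read. Data corrected against DMSO-only plates and normalized before curve fitting.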
# ATXN2 expr inh: Primary qHTS for Inhibitors of ATXN expression; AID 1745845, 2022; HEK-293 ATXN2-luciferase reporter, luminescence, 24 h; Potency, µM (series often up to 57 µM), without a hit: top-dose activity change, negative = inhibition, hits mostly inhibitors; 360,000 tested, 0.72% active; note: potency is the fitted concentration of half-maximal effect; % is set by controls: 0 for no effect and ±100 for the full control effect; nearly all actives have a fitted effect of over 55% in size
#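 ATXN2-luciferase reporter cells (luciferase flanked by upstream and downstream ATXN2 gene portions) were treated 24 h at 37 °C with compounds at up to 57 uM. SteadyGlo luminescence gave expression; GF-AFC fluorescence gave viability.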
# HT1080NT lethal: qHTS for induction of synthetic lethality in tumor cells producing 2HG: qHTS for the HT-1080-NT fibrosarcoma cell line; HT-1080-NT fibrosarcoma viability, CellTiter-Glo ATP luminescence, 48 h; Potency, µM (titrated, usually from 46.1 µM), without a hit: at the top dose activity, negative = less viability, hits mostly cytotoxic; 360,000 tested, 1.6% active;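 note: NT is the 2HG producing partner of a matched IDH1 knockdown line; potency is the fitted concentration of half-maximal effect; 0% = DMSO-treated cells and -100% = media-only wells without cells; nearly all actives have a fitted effect of over 55% in size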
#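 Compounds were tested in concentration-response format on HT-1080-NT cells for 48 hours at 37 degrees C. Cell viability came from CellTiter-Glo luminescence; curves were classified by r2, response magnitude and activity.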
# HT1080 IDH1KD tx: qHTS for induction of synthetic lethality in tumor cells producing 2HG: qHTS for the HT-1080-IDH1KD cell line; AID 686971, 2013; 360,000 tested, 2% active; HT-1080 IDH1 knockdown viability, ATP luminescence, 48 h; Potency, µM (top dose mostly 46.1 µM), for inactives: top-dose activity, negative = toxicity, most hits filed as cytotoxic;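 note: potency is the fitted concentration of half-maximal effect; 0% = DMSO wells and -100% = cell-free medium wells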
#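 Viability of IDH1-knockdown HT-1080 fibrosarcoma cells was assessed by CellTiter-Glo after 48 h at 37 °C with titrated compound; concentration-effect curves were classified by fit quality and response size.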
# Numbers without * were called inactive; i = inactive; ? = inconclusive; . = no result given; [ ] = remark or other dose. Unless noted, calls come from the whole dose curve; as a rule, active = well fitted curve in the direction sought with a large enough effect; inconclusive = small, poorly fitted or top-dose-only effect, or another doubt; inactive = no such curve, though single readings can be large; an effect the other way counts as inactive or inconclusive.
compound	S2 tox	HepG2 tox	HT1080NT lethal	HT1080 IDH1KD tx	KB-3-1 tox	SW480 rerep	IL-1B inflam inh	ATXN2 expr inh	MCF10A rerep
COc1ccc(Nc2ncc3c(n2)CC(c2ccc(OC)cc2)CC3=O)cc1 (stereo not given)	i	-2%	-1%	-1%	9%	17%	-28	5%	-4%
CCOc1ccc(N=Cc2c(C)[nH]n(-c3nc4ccccc4[nH]3)c2=O)cc1	i	2.5µM*	5.2µM*	3.7µM*	?	1%	18	-36%	-5%
COc1cccc(C(=O)Nc2cccc(-c3ccc4nncn4n3)c2)c1OC	i	-10%	-2%	-3%	2%	17%	23	-5%	0%
Cc1ccc(S(=O)(=O)NCc2ccccc2)cc1C(=O)NC1CCCCC1	i	-4%	0%	0%	.	3%	7	-7%	?
CCOc1ccccc1N(CC(=O)NC1CCCCC1)C(=O)CCC(=O)Nc1cc(C)ccn1	i	4%	1%	-15%	-4%	-7%	-19	3%	3%
COc1ccc(N(C)S(=O)(=O)c2cccc(C(=O)N3CCN(c4ccccc4)CC3)c2)cc1	i	-1%	-12%	-13%	?	14%	-22	-32%	30%
COC(=O)C1C(c2ccccc2)C=CC(c2ccccc2)C1C(=O)O (stereo not given)	i	5%	3%	2%	-1%	-9%	0	4%	1%
Cc1ccc(NC(=O)COC(=O)CN2C(=O)NC3(CCCC3)C2=O)cc1F	i	-7%	-5%	-1%	0%	-3%	-10	7%	5%
COc1cc(C(=O)N2CCCC(c3cc(C(=O)NCc4ccccc4)no3)C2)cc(OC)c1C (stereo not given)	?	-32%	3%	0%	0%	.	-26	-10%	.
O=C(O)c1cccnc1C(=O)c1ccccc1	i	19%	4%	17%	10%	12%	4	2%	19%
CCOc1ccc(NC(=O)C(=O)NCCc2ccccc2)cc1	i	30%	.	.	22%	.	.	5%	.
O=C(O)CCCNC(=O)/C(=C\c1ccc(Cl)cc1)NC(=O)c1ccccc1Br	i	3%	5%	7%	2%	-1%	19	0%	-8%
O=C(N/N=C/c1ccc2cccnc2c1)c1nc2ccccc2c(=O)[nH]1	i	2%	?	21%	-3%	?	-11	5%	?
CN(CCCNC(=O)c1cccc(N2CCCC2=O)c1)c1ccccc1	i	-2%	7%	9%	8%	-4%[9.22 µM]	2	-2%	2%
COc1ccccc1C=NN=C(N)C(N)=NN=Cc1ccccc1OC	?	-4%	-6%	-4%	23%	-8%	-4	-26%	1%
COc1ccc2[nH]c(CN3CCN(CC(C)C)C(CCO)C3)c(C)c2c1 (stereo not given)	i	-34%	0%	-19%	3%	-5%	-96*	-6%	17%
Cc1cccc(CSc2nnc3c(n2)[nH]c2ccccc23)c1	i	3%	4%	4%	-2%	-6%	17	-18%	?
CC(=O)C1=C(C)Nc2ncnn2C1c1cccc(OCc2ccccc2)c1 (stereo not given)	i	-1%	-2%	-2%	-8%	0%	3	-9%	2%
Cc1noc(NS(=O)(=O)c2ccc(NC(=O)c3ccc(Br)o3)cc2)c1C	i	17%	-4%	0%	0%	1%	88	-4%	7%
NC(Cc1ccc(Cl)cc1)c1csc(Nc2ccc(-c3ccccc3)nn2)n1 (stereo not given)	?	-88%	?	-24%	-7%	.	-50*	?	.
O=C1NC(=O)/C(=C/c2cccc([N+](=O)[O-])c2)N1	i	9%	-8%	-6%	?	3%	15	.	3%
COC(=O)C(Oc1ccc2c(-c3ccc(OC)cc3)cc(=O)oc2c1)c1ccccc1 (stereo not given)	i	-11%	5%	0%	10%	?	7	1%	20%
COc1cc(CN2CCC(C(=O)N3CCN(c4ccccc4F)CC3)CC2)cc(OC)c1O	i	-45%	-14%	6%	-7%	1%	-5	0%	8%
COc1cccc(C(=O)NC(=S)Nc2ccc3oc(=O)ccc3c2)c1	i	-9%	12%	18%	16%	-7%	i	5%	-4%
Cc1ccc(CSCC(=O)N(C)CC(=O)Nc2ccc(C)cc2)cc1	i	-9%	-2%	-6%	0%	56%	-11	3%	-21%
O=C(/C=C/c1ccco1)Oc1cccc2cccnc12	?	-47%	?	21µM*	6%	?	-94*	-38%	5%
O=C(c1ccc(Cl)c(S(=O)(=O)N2CCOCC2)c1)N1CCCC1	i	12%	10%	1%	4%	-4%	31	0%	-5%
O=NN1CCN(c2ccncc2S(=O)(=O)N2CCCCC2)CC1	i	4%	13%	9%	-9%	-2%	-8	-3%	1%
CCC(C(=O)NC(C)(C)C)N(C(=O)Cn1nnc(-c2cccs2)n1)c1cnc2ccccc2c1 (stereo not given)	?	5%	4%	14%	-3%	2%	-20	-8%	0%
COC(=O)c1ccc(-n2nnnc2SCc2nn[nH]n2)cc1	i	1%	14%	3%	21%	1%	1	8%	1%
Cc1cccc(-n2cnc(C(=O)N3CCN(C)CC3)c2)n1	.	2%	5%	19%	21%	0%	4	0%	-2%
O=C1c2cccc3c2C2(O)c4c1cccc4C(=O)c1cccc(c12)C3=O	i	12%	15%	15%	-9%	.	19	.	.
O=C(NCc1ccc2c(c1)OCO2)c1cc(-c2ccccc2)on1	i	-16%	-2%	7%	-6%	-6%	39	4%	3%
Cc1cccc(C)c1NC(=O)CSc1nnc([C@@H]2CCCN2C(=O)OC(C)(C)C)o1	i	1%	-8%	3%	1%	-2%	10	-3%	2%
CCOC(=O)[C@]12CCCC=C1N(Cc1ccco1)C(=O)[C@H](CC(=O)N1CCCCC1)C2	i	.	26%	5%	18%	.	22	0%	.
Cc1ccc(C(=O)N2CCN(Cc3ccccc3)CC2)cc1S(=O)(=O)N1CCOCC1	i	-4%	-1%	4%	-13%	-3%	-16	-1%	2%

# Nothing new here: 2 of the compounds above.
compound	S2 tox	HepG2 tox	HT1080NT lethal	HT1080 IDH1KD tx	KB-3-1 tox	SW480 rerep	IL-1B inflam inh	ATXN2 expr inh	MCF10A rerep
O=C(O)CCCNC(=O)/C(=C\c1ccc(Cl)cc1)NC(=O)c1ccccc1Br	i	3%	5%	7%	2%	-1%	19	0%	-8%
O=C(N/N=C/c1ccc2cccnc2c1)c1nc2ccccc2c(=O)[nH]1	i	2%	?	21%	-3%	?	-11	5%	?

# The list continues:
compound	S2 tox	HepG2 tox	HT1080NT lethal	HT1080 IDH1KD tx	KB-3-1 tox	SW480 rerep	IL-1B inflam inh	ATXN2 expr inh	MCF10A rerep
Cc1ccc(S(=O)(=O)N/N=C/c2cccc3c2OCCO3)cc1	i	-15%	6%	14%	5%	-3%	23	-1%	-5%
COCCNC(=O)CCn1c(=O)c2cc(OC)c(OC)cc2n(CC(=O)Nc2ccc(Cl)cc2F)c1=O	i	-19%	.	.	13%	.	.	-3%	.
Cc1ccc2c(c1)Oc1ccccc1C=C2C(=O)O	i	-4%	11%	19%	8%	-12%	23	19%[11.3 µM]	-20%
COc1ccc(CNC(=O)OCCN2CCN(S(=O)(=O)c3ccc(C)cc3)CCC2=O)cc1	i	6%	-5%	2%	0%	19%	?	1%	?
COc1ccc(Nc2nc3ccccc3n3cnnc23)cc1Cl	i	-5%	26%	14%	17%	-2%	8	16%	-4%
Cc1ccc(CNC(=O)C(=O)NCCCn2ccnc2)cc1	i	15%	-1%	3%	13%	-9%	-1	-3%	0%
Cc1ccc2nc(C(F)(F)F)c(C#N)c(N)c2c1	i	-4%	?	10µM*	?	?	-101*	-36%	3.3µM*
CCc1nc(C)cn1S(=O)(=O)c1cc(Br)ccc1OC	i	-2%	-3%	-4%	-20%	-1%	17	-15%	4%
CCCc1nc2ccccc2c(=O)n1CCc1ccccc1	i	-2%	-15%	-15%	-17%	-1%	-4	-18%	1%
CN(c1ccccc1)S(=O)(=O)c1ccc(NC(=O)c2nc(S(C)(=O)=O)ncc2Cl)cc1	16µM*	5.6µM*	?	12µM*	?	9.2µM*	-96*	14µM*	?
COCCNC(=O)C(=O)Nc1cccc(Br)c1	i	-32%	14%	?	3%	-1%	-6	35%[activator]	-8%
CC1CCN(C2=NC(=O)/C(=C/c3cccc(O)c3)S2)CC1	i	-1%	-21%	-4%	9%	-6%	-75*	25%	2%
C[C@@H]1C(=O)O[C@H]2[C@H]1CC[C@@]1(C)C(=O)C=C[C@@](C)(O)[C@H]21	i	2%	-1%	7%	16%	0%	6	0%	4%
NCCCC[C@@H]1NC(=O)c2cc([N+](=O)[O-])cc(F)c2NCCCC[C@@H](C(N)=O)NC(=O)[C@H](CCC(N)=O)NC1=O	i	-30%	22%	-3%	12%	4%	9	5%	7%
O=C(c1ccc(COc2ccccc2Br)o1)N1CCN(c2ccccn2)CC1	.	-17%	-8%	-6%	-21%	0%	17	.	?
COc1cc2cc(CN(Cc3cccnc3)C(=O)Nc3ccccc3F)c(=O)[nH]c2cc1OC	i	1%	0%	-1%	5%	-55%[inhibitor]	?	0%	-50%[inhibitor][9.22 µM]
Cc1cc(C)nc(-n2nc(C)c3c2N(Cc2ccccc2)C(=O)CC3c2ccc(Cl)cc2)n1 (stereo not given)	?	-24%	.	.	-4%	.	.	-31%	.
CC(=O)c1cccc(CN2CCC(n3nccc3NC(=O)c3ccc4c(c3)OCO4)CC2)c1	?	-1%	8%	4%	18%	-3%	0	6%	-1%
Cc1cc(C)c(C#N)c(SCc2nnc(-c3ccccc3[N+](=O)[O-])o2)n1	i	1%	?	-22%	-2%	-5%	-2	87%[activator][11.3 µM]	3%
Cc1ccc(S(=O)(=O)Nc2nc(C)c(C(=O)NN)s2)cc1	i	3%	15%	-4%	15%	0%	21	9%	-1%
